ALDH1A1 block: ALDH1A1 (human) enzyme inhibition. AID 1030. Purified ALDH1A1, NADH fluorescence, propionaldehyde substrate. Potency, µM (doses to about 75.3 µM), without a hit: top-dose activity, negative = inhibition, most hits filed as inhibitors. P00352. 220,000 tested, 7.3% active; active means well fitted inhibition curve with a large enough effect, not every such curve was filed as active; inconclusive means small, poorly fitted or top-dose-only effect, or another doubt; inactive means no such curve, though single readings can be large or run the other way;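 further: plate controls were no enzyme wells and a reference inhibitor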
Target sequence (P00352 whole entry, looked up): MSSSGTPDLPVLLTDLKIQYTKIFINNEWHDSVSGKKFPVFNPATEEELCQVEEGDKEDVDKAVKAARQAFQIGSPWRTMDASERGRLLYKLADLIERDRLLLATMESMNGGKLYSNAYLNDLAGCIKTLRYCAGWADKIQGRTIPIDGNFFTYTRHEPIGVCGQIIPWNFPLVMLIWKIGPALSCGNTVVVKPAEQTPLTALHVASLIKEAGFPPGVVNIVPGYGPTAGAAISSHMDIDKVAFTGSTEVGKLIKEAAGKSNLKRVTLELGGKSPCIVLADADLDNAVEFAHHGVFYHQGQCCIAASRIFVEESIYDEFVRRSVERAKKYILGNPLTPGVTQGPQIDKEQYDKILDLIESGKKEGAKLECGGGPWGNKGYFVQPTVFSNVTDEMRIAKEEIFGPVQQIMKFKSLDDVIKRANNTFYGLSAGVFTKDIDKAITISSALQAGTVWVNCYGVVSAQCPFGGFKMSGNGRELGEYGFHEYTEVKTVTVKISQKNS
SMN2 splice enh: enhancers of SMN2 splice variant expression | 210,000 tested, 2.8% active | Potency, µM (top dose mostly 46.1 µM), for inactives: top-dose activity change, positive = activation, most hits filed as activators | AID 1458 | HEK293 SMN2-luciferase splicing reporter, luminescence, 30-36 h; further: % of control where 0% means no effect; nearly all actives have a fitted effect of over 55% in size
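qHTS luciferase splicing reporter: luminescence rises when SMN2 exon 7 is included in transfected HEK293 cells. Compound exposure lasted 30-36 h at 37C, with 4.5 mM final sodium butyrate as control, followed by a ONE-Glo read.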
RECQ1 inh: blocks DNA unwinding by human RECQ1. AID 2549. Potency, µM (doses to about 57.3 µM), for inactives: top-dose activity, negative = inhibition, usual class: inhibitors. 240,000 tested, 0.54% active. RECQ1 DNA unwinding, red fluorescence kinetic read. P46063;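 further: plate controls were vehicle for no effect and no enzyme for full effect; nearly all actives have a fitted effect of over 30% in size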
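RECQ1T1 50 nM; forked duplex (20 bp + 30-nt ss tails) 200 nM, ATP 2 mM final; pH 8.0, 2 mM MgCl2, 2.5 ug/ml poly(dI-dC); 15 min compound preincubation; discontinuous kinetic read over 2 h at RT.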
L3MBTL1 inh: inhibitors of human L3MBTL1 | 230,000 tested, 0.66% active | Potency, µM (top dose mostly 57.1 µM), for the others: at the highest dose activity, negative = inhibition, actives largely listed as inhibitors | AlphaScreen L3MBTL1–H3K9me1 peptide binding; further: on the % scale 0 is the no-effect control and ±100 the full control effect; nearly all actives have a fitted effect of over 60% in size
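AlphaScreen proximity signal between nickel-chelate acceptor and streptavidin donor beads (final 10 ug/mL) reports binding of 50 nM L3MBTL1 to 75 nM biotin-H3 K9me1 peptide; complex incubated with compounds 30 min at room temperature; cefsulodin titration as control.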
LMNA splice mod: changes lamin A minigene splicing in HeLa cells. Potency, µM (doses to about 46.1 µM), inactives show at the highest dose ratio change, negative = inhibition, actives largely listed as inhibitors. HeLa LMNA splicing GFP/RFP minigene ratio, 48 h. 200,000 tested, 0.01% active; active means well fitted inhibition curve with a large enough effect in the signal ratio, with a control signal flat, not every such curve was filed as active; inconclusive means small, poorly fitted or top-dose-only effect, or effect the other way, or a change in a side signal; the % refers to the signal ratio; further: on the % scale 0 is the no-effect control and ±100 the full control effect
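S3 HeLa cells stably expressing lamin A-EGFP splicing minigene plus DsRed2, 600 cells/well, 48 h compound exposure at 37C. Laser-scanning cytometry; analysed as GFP (500-530 nm)/RFP (575-640 nm) total intensity ratio; 0.5% DMSO vehicle.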
KDM4E inh: blocks human JMJD2E demethylase activity | B2RXH2 | 230,000 tested, 1.6% active | JMJD2E catalytic domain, FDH-coupled NADH fluorescence (FDH is formaldehyde dehydrogenase) | AID 2147 | Potency, µM (top dose mostly 57.1 µM), for the others: at the highest dose activity change, negative = inhibition, usual class: inhibitors; active means well fitted inhibition curve with a large enough effect, not every such curve was filed as active; inconclusive means small, poorly fitted or top-dose-only effect, or another doubt; inactive means no such curve, though single readings can be large or run the other way;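 further: 0% = wells with enzyme and -100% = buffer wells without enzyme; nearly all actives have a fitted effect of over 50% in size; many of its hits are not listed in these tables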
Target sequence (B2RXH2 1-337 limits assumed): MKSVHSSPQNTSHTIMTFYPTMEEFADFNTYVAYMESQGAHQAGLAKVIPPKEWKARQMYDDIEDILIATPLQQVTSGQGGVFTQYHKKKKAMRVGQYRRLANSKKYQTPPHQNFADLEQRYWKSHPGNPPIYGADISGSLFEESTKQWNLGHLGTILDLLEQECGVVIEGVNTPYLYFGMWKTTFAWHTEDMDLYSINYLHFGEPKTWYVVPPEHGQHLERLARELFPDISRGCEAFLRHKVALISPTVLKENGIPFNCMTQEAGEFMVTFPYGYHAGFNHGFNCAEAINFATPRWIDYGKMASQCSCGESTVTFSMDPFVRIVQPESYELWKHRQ
Tau ThT inhib: tau fibrillization inhibition (ThT binding). P10636. recombinant tau K18 P301L (four-repeat tau fragment), heparin-induced fibrillization, ThT fluorescence. Potency, µM (doses to about 57.4 µM), without a hit: at the highest dose activity, negative = inhibition, most hits filed as inhibitors. 270,000 tested, 2.1% active. AID 1460; further: on the % scale 0 is the no-effect control and ±100 the full control effect; nearly all actives have a fitted effect of over 55% in size
Target sequence (P10636 561-689 P618L limits assumed): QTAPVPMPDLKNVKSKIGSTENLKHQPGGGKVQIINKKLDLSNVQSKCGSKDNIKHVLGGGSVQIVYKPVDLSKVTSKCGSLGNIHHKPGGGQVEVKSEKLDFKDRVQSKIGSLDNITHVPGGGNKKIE
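Recombinant human tau K18 fragment […] carrying P301L, 15 uM unlabeled plus 0.24 uM Alexa 594-labeled, was fibrillized with 20 uM heparin in 100 mM sodium acetate pH 7 for 6 hr at 37 C; 30 uM ThT fluorescence read after 1 hr.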
KinaseGlo FLuc: blocks Kinase-Glo luciferase, a counter-screen artifact; Kinase-Glo luciferase, ATP luminescence, 8 min; 200,000 tested, 0.28% active; Potency, µM (doses to about 38.3 µM), without a hit: at the top dose activity change, negative = inhibition, hits mostly inhibitors; Q27757; further: on the % scale 0 is the no-effect control and ±100 the full control effect; nearly all actives have a fitted effect of over 60% in size
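Inhibition of Kinase-Glo luciferase light generation was assessed at 10 uM ATP in pH 7.2 imidazole buffer, with luminescence measured after eight minutes at ambient temperature.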
* marks the source's active call; other numbers are inactive results; & = joins results of further samples; [ ] = another dose, or the depositor's remark. Unless noted, the call rests on the fitted dose curve; in most records, active means well fitted curve in the direction sought with a large enough effect; inconclusive means small, poorly fitted or top-dose-only effect, or another doubt; inactive means no such curve, though single readings can be large; an effect the other way counts as inactive or inconclusive. Potency means the concentration at half of the fitted maximal effect. Some of the compounds tested, so the mix of outcomes need not match the whole.

For O=C(O)c1cc(O)c2c(c1)[C@H]([C@H]1c3cc(C(=O)O)cc(O)c3C(=O)c3c(O[C@@H]4OC(CO)C(O)C(O)C4O)cccc31)c1cccc(O[C@@H]3OC(CO)C(O)C(O)C3O)c1C2=O (stereo partly specified) the results were ALDH1A1 block -10%, SMN2 splice enh -17%, RECQ1 inh 2µM*, LMNA splice mod inconclusive, KDM4E inh 11µM*, Tau ThT inhib 22µM* and KinaseGlo FLuc -20%.
Screening Cc1oc(-c2ccccc2Cl)nc1CN1CCCC1c1ccc(F)cc1 (stereo unspecified) returned ALDH1A1 block inconclusive, RECQ1 inh inactive, L3MBTL1 inh 4%, LMNA splice mod inconclusive, KDM4E inh inconclusive, Tau ThT inhib inconclusive and KinaseGlo FLuc 2%.
Cc1nn(-c2ccccc2)c(C)c1C(=O)OCC(=O)NC12CC3CC(CC(C3)C1)C2 was read as ALDH1A1 block 8.9µM*, SMN2 splice enh -37%[inhibitor], RECQ1 inh -2%, L3MBTL1 inh -8%, LMNA splice mod -4%, KDM4E inh -5%, Tau ThT inhib -11% and KinaseGlo FLuc -6%.
Screening COC(=O)CN1C(=O)N(c2ccccc2)C(N(O)C(=O)Nc2ccccc2)C1(C)C (stereo unspecified) returned ALDH1A1 block 7%, SMN2 splice enh 18%, RECQ1 inh -5%, L3MBTL1 inh -9%, LMNA splice mod 1%, KDM4E inh -3%, Tau ThT inhib -5% and KinaseGlo FLuc -4%.
Screening NS(=O)(=O)c1ccc(N2CCCC2=O)c([N+](=O)[O-])c1 returned ALDH1A1 block -15%, RECQ1 inh -6%, L3MBTL1 inh -4%, LMNA splice mod -1%[46 µM], KDM4E inh inconclusive, Tau ThT inhib 0% and KinaseGlo FLuc -1%.
For O=C(Nc1cccc2ccccc12)c1ccc(OC(=S)N2CCOCC2)cc1 the results were ALDH1A1 block -15%, SMN2 splice enh 24%, RECQ1 inh inactive, L3MBTL1 inh -1%, LMNA splice mod inconclusive, KDM4E inh inconclusive, Tau ThT inhib 4% and KinaseGlo FLuc 1%.
Screening O=C(Nc1ccc(N2CCOCC2)c(Cl)c1)c1ncn[nH]1 returned ALDH1A1 block 2%, SMN2 splice enh 17%, RECQ1 inh -3%, L3MBTL1 inh inconclusive, LMNA splice mod inconclusive, KDM4E inh 9%, Tau ThT inhib -17% and KinaseGlo FLuc -2%.
Screening C=CCOC(=O)C(C#N)c1nc2ccccc2nc1N1CCN(c2ccccc2OC)CC1 (stereo unspecified) returned ALDH1A1 block -4%, SMN2 splice enh -18%, RECQ1 inh -7%, L3MBTL1 inh inconclusive, LMNA splice mod 1%, KDM4E inh -1%, Tau ThT inhib inconclusive and KinaseGlo FLuc 13%.
`Cc1nc(CCNC(=O)c2cccs2)cs1` gave ALDH1A1 block 7%, SMN2 splice enh 12%, RECQ1 inh inactive, L3MBTL1 inh -18%, LMNA splice mod 0%, KDM4E inh -2%, Tau ThT inhib 1% and KinaseGlo FLuc -1%.
COc1cc(C(=O)Nc2ccc(NC(C)=O)cc2)ccc1OCc1ccccc1 was read as ALDH1A1 block 0%, SMN2 splice enh 2%, RECQ1 inh -1%, L3MBTL1 inh -1%, LMNA splice mod -6%[9.22 µM], KDM4E inh inconclusive, Tau ThT inhib -8% and KinaseGlo FLuc -3%.
`CCC(C)n1c(C)nc2c(c1=O)c1nc3ccccc3nc1n2CCC1=CCCCC1` (stereo unspecified) gave ALDH1A1 block inconclusive, SMN2 splice enh -43%[inhibitor], RECQ1 inh -4%, L3MBTL1 inh -4%, LMNA splice mod -2%, KDM4E inh inconclusive, Tau ThT inhib inconclusive and KinaseGlo FLuc -2%.
Screening Cc1ccc(C(=O)N2CCN=C2SCc2ccc([N+](=O)[O-])cc2)cc1 returned ALDH1A1 block inconclusive, SMN2 splice enh -59%[inhibitor], RECQ1 inh -1%, L3MBTL1 inh -5%, LMNA splice mod inconclusive, KDM4E inh 2%, Tau ThT inhib inconclusive and KinaseGlo FLuc 7%.
For COc1ccc(C(O)P(=O)(OC2CCCCC2)c2ccc(N(C)C)cc2)cc1OC (stereo unspecified) the results were ALDH1A1 block -3%, SMN2 splice enh 3%, RECQ1 inh -5%, L3MBTL1 inh 3%, LMNA splice mod -5%, KDM4E inh -10%, Tau ThT inhib -9% and KinaseGlo FLuc 3%.
For CSc1nnc(C)c(=O)n1COC(=O)c1ccc([N+](=O)[O-])cc1 the results were ALDH1A1 block 5%, SMN2 splice enh -26%, RECQ1 inh inactive, LMNA splice mod -1%[9.22 µM], KDM4E inh 9%, Tau ThT inhib -14% and KinaseGlo FLuc 0%.
Screening Cc1c(Cl)cccc1NC(=O)c1ccc(-n2ccnc2)nc1 returned ALDH1A1 block -8%, SMN2 splice enh -21%, RECQ1 inh -6%, L3MBTL1 inh -3%, LMNA splice mod -13%, KDM4E inh -8%, Tau ThT inhib -7% and KinaseGlo FLuc 1%.
For CC(OC(=O)c1ccc2ncsc2c1)C(=O)Nc1ncc(Cl)cc1Cl (stereo unspecified) the results were ALDH1A1 block 15%, SMN2 splice enh 11%, RECQ1 inh -17%, L3MBTL1 inh -2%, LMNA splice mod 0%, KDM4E inh 0%, Tau ThT inhib -13% and KinaseGlo FLuc -4%.
Screening COc1ccc(CNC(=O)C2CCN(S(=O)(=O)c3cc(OC)ccc3OC)CC2)cc1 returned ALDH1A1 block inconclusive, RECQ1 inh -8%, L3MBTL1 inh 4%[11.4 µM], LMNA splice mod -1%, KDM4E inh 2%, Tau ThT inhib 0% and KinaseGlo FLuc 2%.
`CCc1nnc(NC(=O)CSc2nc3c(c(=O)n2-c2ccccc2OC)SCC3)s1` gave ALDH1A1 block 22µM*, SMN2 splice enh 18%, RECQ1 inh 9%, L3MBTL1 inh -13%, LMNA splice mod -5%, KDM4E inh 0%, Tau ThT inhib 5% and KinaseGlo FLuc 17%.
For Cc1ccc(C(=O)NCC(=O)O)cc1S(=O)(=O)N1CCCCC1 the results were ALDH1A1 block 3%, SMN2 splice enh 5%, RECQ1 inh 7%, L3MBTL1 inh -2%, LMNA splice mod 3%, KDM4E inh 1%, Tau ThT inhib 3% and KinaseGlo FLuc 2%.
`COc1ccc2c(c1)O[C@@H](c1cccc(C(F)(F)F)c1)[C@H](O)C2=O` gave ALDH1A1 block -9%&2%, SMN2 splice enh -3%&-29%, RECQ1 inh -4%&10%, L3MBTL1 inh 1%, LMNA splice mod inconclusive, KDM4E inh -10%&-3%, Tau ThT inhib -4%&-2% and KinaseGlo FLuc 0%&-1%.
O=C(Nc1cccc(-c2nc3ccccc3s2)c1)c1cc(=O)c2ccccc2o1 was read as ALDH1A1 block inconclusive, SMN2 splice enh 1%, RECQ1 inh -3%, L3MBTL1 inh 7%, LMNA splice mod 6%, KDM4E inh -1%, Tau ThT inhib inconclusive and KinaseGlo FLuc 2%.
`CCOC(=O)C1(Cc2ccccc2)CCN(Cc2ccc(C)s2)CC1` gave ALDH1A1 block -15%, SMN2 splice enh -42%[inhibitor], RECQ1 inh inactive, L3MBTL1 inh -6%, LMNA splice mod inconclusive, KDM4E inh 3%, Tau ThT inhib -4% and KinaseGlo FLuc 1%.
`Clc1ccc2nc(-c3ccccn3)c(Nc3ccc4c(c3)OCO4)n2c1` gave ALDH1A1 block 3%, SMN2 splice enh -14%, RECQ1 inh 14%, L3MBTL1 inh inconclusive, LMNA splice mod -6%, KDM4E inh 0%, Tau ThT inhib inconclusive and KinaseGlo FLuc -2%.
`Cc1ccnc(NC(=O)CCC(=O)N(CC(=O)NC(C)(C)C)c2ccc(F)c(Cl)c2)c1` gave ALDH1A1 block 7%, SMN2 splice enh -4%, RECQ1 inh inactive, L3MBTL1 inh 0%, LMNA splice mod 8%[46 µM], KDM4E inh 0%, Tau ThT inhib -5% and KinaseGlo FLuc 5%.
COc1ccc(OCC(=O)NC(CC(=O)O)c2ccc(OC)c(OC)c2)cc1 (stereo unspecified) was read as ALDH1A1 block -1%, SMN2 splice enh -9%, RECQ1 inh inactive, LMNA splice mod -3%[9.22 µM], KDM4E inh 0%, Tau ThT inhib -7% and KinaseGlo FLuc 1%.
`COCCCNC(=O)C(=O)C1C(=O)Nc2ccccc21` (stereo unspecified) gave ALDH1A1 block inconclusive, SMN2 splice enh 19%, RECQ1 inh -7%, L3MBTL1 inh -1%, LMNA splice mod -13%[46 µM], KDM4E inh inconclusive, Tau ThT inhib 0% and KinaseGlo FLuc 1%.
Screening C/C(NC(=O)c1cccs1)=C1\C(=O)C[C@@H]2[C@H]1C2(C)C returned ALDH1A1 block -6%, RECQ1 inh 6%, L3MBTL1 inh 8%, LMNA splice mod -1%, KDM4E inh 82%[activator] and Tau ThT inhib -14%.
For CCn1c(C)nc2cc(C(=O)NNC(=S)NC(=O)c3ccc(OC)cc3)ccc21 the results were ALDH1A1 block -11%, SMN2 splice enh -13%, RECQ1 inh -6%, L3MBTL1 inh 9%, LMNA splice mod -22%[46 µM], KDM4E inh -69%, Tau ThT inhib inconclusive and KinaseGlo FLuc 4%.
Cc1ccc(NC(=O)CNc2ccc(Cl)cc2F)cc1 was read as ALDH1A1 block -15%, RECQ1 inh -4%, L3MBTL1 inh 6%, LMNA splice mod -10%, KDM4E inh -4% and Tau ThT inhib -3%.
For Cc1nc2c3ccccc3n(CC#N)c(=O)n2n1 the results were ALDH1A1 block 3%, SMN2 splice enh -2%, RECQ1 inh -6%, L3MBTL1 inh -4%, LMNA splice mod -2%, KDM4E inh -3%, Tau ThT inhib -5% and KinaseGlo FLuc -1%.
